Screening results (PubChem)
S-ASM inh – Inhibitors of Secretory Acid Sphingomyelinase (S-ASM): qHTS. Sphingomyelin phosphodiesterase (Homo sapiens), P17405. placental ASM, HMU-PC fluorogenic substrate, 60 min. Potency, µM (series often up to 57.5 µM), inactives show at the highest dose activity change, negative = inhibition, actives largely listed as inhibitors. 340,000 tested, 0.006% active. AID 504937, 2011; further: potency means the concentration at half of the fitted maximal effect
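Human placenta-derived ASM enzyme was preincubated with compound for 10 minutes at room temperature, then given fluorogenic substrate HMU-PC0 (9 uM final) for 60 minutes at 37 °C; a pH 10 stop preceded fluorescence reading at Ex 386/Em 447 nm.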
ELG1 repair inh – qHTS screen for small molecules that inhibit ELG1-dependent DNA repair in human embryonic kidney (HEK293T) cells expressing luciferase-tagged ELG1; HEK293T ELG1-luciferase reporter, luminescence, 16 h; DNA damage induced by 5-fluorouridine; Potency, µM (series often up to 46.1 µM), for the others: at the top dose activity change, negative = inhibition, usual class: inhibitors; 330,000 tested, 2.3% active; further: potency means the concentration at half of the fitted maximal effect; on the % scale 0 is the no-effect control and ±100 the full control effect; nearly all actives have a fitted effect of over 55% in size
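Reporter activity after DNA damage by 5-fluorouridine is monitored. Compound-treated cells incubate 16 hr at 37 °C, then ONE-Glo is added for 30 min before luminescence reading.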
TCR activator – Activators of T cell receptors: qHTS campaign; primary human leukocytes, anti-CD3, IL-2 HTRF, 48 h; Potency, µM (titrated, usually from 9.22 µM), without a hit: at the highest dose activation of IL-2 secretion, usual class: activators; 330,000 tested, under 10 active; AID 504894, 2011; further: % of control where 0% means no effect
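IL-2 produced over 48 hr by a-CD3 bead-stimulated primary human leukocytes exposed to compounds was detected with a homogeneous time-resolved FRET immunoassay, 665nm acceptor signal after 320nm excitation.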
Eya2 phos inh – qHTS Assay for Inhibitors of the Phosphatase Activity of Eya2. Protein phosphatase EYA2 (Homo sapiens), O00167. recombinant Eya2, OMFP fluorescence dephosphorylation (OMFP is methylfluorescein phosphate). Potency, µM (top dose mostly 76.9 µM), for inactives: at the highest dose activity, negative = inhibition, most hits filed as inhibitors. 330,000 tested, 0.006% active. AID 488837, 2010; further: potency means the concentration at half of the fitted maximal effect; on the % scale 0 is the no-effect control and ±100 the full control effect
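Eya2 (0.2 uM) preincubated 10 min at ambient with compound, then OMFP substrate added at 50 uM; 10 min reaction in 50 mM HEPES pH 7.5, 50 mM NaCl, 5 uM MgCl2, 0.05% BSA, 1 mM DTT. Fluorescence read at Ex 485/Em 525 nm.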
TSG101-PTAP inh – qHTS Assay for Iinhibitors of HIV-1 Budding by Blocking the Interaction of PTAP/TSG101. Tumor susceptibility gene 101 protein (Homo sapiens), Q99816. Fluorescence polarization, FITC-PTAP peptide / Tsg101 binding. Potency, µM (highest dose often 115 µM), for inactives: at the top dose activity change, negative = inhibition, most hits filed as inhibitors. 340,000 tested, under 10 active; active means well fitted inhibition curve with a large enough effect in the main read-out, with a control signal flat, not every such curve was filed as active; inconclusive means small, poorly fitted or top-dose-only effect, or effect the other way, or a change in a side signal; inactive means no such curve, though single readings can be large or run the other way; further: potency means the concentration at half of the fitted maximal effect; % of control where 0% means no effect
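FP read-out: FITC-PTAP peptide, 50 nM final, binding Tsg101 binding domain, 10 uM final; 20 min, r.t.; 10 mM HEPES pH 7.5, 0.15 M NaCl, 0.01% Tween 20, 3 mM EDTA, 0.1 mM TCEP.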
Tb PFK block – qHTS Assay to Find Inhibitors of T. brucei phosphofructokinase. ATP-dependent 6-phosphofructokinase (Trypanosoma brucei brucei), O15648. T. brucei PFK, ADP-Glo luminescence. Potency, µM (doses to about 57.5 µM), for the others: at the top dose activity, negative = inhibition, hits mostly inhibitors. 330,000 tested, 0.17% active;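 further: potency means the concentration at half of the fitted maximal effect; 0% = uninhibited 1x PFK enzyme wells and -100% = no-enzyme wells; nearly all actives have a fitted effect of over 60% in size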
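Luminescent ADP detection (ADP-Glo, two-step: ATP depletion then ADP-to-ATP conversion for luciferase) reported PFK activity after 45 min room-temperature reaction of 1.25 nM enzyme with 0.5 mM F6P and 0.1 mM ATP at pH 8.0.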
a7 integrin act – qHTS for Activators of Integrin-Mediated Alleviation for Muscular Dystrophy | alpha7betagal myoblasts, beta-gal FDG fluorescence, 48 h | Potency, µM (highest dose often 38.3 µM), inactives show at the top dose activation, usual class: activators | 350,000 tested, 0.064% active;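 further: potency means the concentration at half of the fitted maximal effect; 100% = response of the positive control SU9516; nearly all actives have a fitted effect of over 60% in size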
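Alpha7betagal+/- myoblasts (passage 13) were plated 16-24 hr, then exposed to compounds (1:260 dilution of DMSO stock) for 48 hours at 37C. After MPER lysis, β-galactosidase reporter activity was read as FDG fluorescence (ex 480/em 540) after 30 minutes.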
TSHR antagonist – Antagonists of the Thyroid Stimulating Hormone Receptor: HTS campaign; 330,000 tested, 0.2% active; TSHR-expressing cells, TSH-stimulated cAMP HTRF, 2 h; stronger effect = lower value; AID 504810, 2011; activity change, negative = inhibition, % at 11.5 µM; Thyrotropin receptor (Homo sapiens), P16473;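 active means activity change below a set negative limit, meaning inhibition stronger than a set level, cut at about -70% in these data; inconclusive means activity change between two set negative limits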; further: on the % scale 0 is the no-effect control and ±100 the full control effect
Target sequence (P16473 whole entry, looked up): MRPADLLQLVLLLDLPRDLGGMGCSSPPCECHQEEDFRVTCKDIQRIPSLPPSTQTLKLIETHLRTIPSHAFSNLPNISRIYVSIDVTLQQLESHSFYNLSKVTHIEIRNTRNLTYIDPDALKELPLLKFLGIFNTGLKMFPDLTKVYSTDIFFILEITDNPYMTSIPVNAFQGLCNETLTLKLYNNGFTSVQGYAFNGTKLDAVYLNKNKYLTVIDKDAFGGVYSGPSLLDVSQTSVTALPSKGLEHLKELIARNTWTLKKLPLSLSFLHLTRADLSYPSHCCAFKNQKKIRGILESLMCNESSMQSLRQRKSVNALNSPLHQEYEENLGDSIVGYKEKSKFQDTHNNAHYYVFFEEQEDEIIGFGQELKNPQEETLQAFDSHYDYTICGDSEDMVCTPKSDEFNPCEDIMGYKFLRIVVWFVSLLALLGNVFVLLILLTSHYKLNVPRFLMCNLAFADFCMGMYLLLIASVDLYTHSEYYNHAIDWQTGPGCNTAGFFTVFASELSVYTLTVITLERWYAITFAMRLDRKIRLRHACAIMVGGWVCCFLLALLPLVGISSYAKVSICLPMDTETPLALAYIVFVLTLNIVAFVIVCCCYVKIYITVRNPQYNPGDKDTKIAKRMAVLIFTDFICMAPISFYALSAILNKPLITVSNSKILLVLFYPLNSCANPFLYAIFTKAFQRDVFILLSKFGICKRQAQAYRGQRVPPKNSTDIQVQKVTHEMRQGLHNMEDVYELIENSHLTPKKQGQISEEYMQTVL
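Freshly harvested TSHR cells receive pin-tooled compound, then EC80 TSH at 4nM final. After 2 hours at 37 deg C, antibody in lysis buffer and cAMP-d2 are added; 30 minutes at ambient temperature precede the HTRF read.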
Mito fusion yeast – qHTS Assay for Small Molecule Inhibitors of Mitochondrial Division or Activators of Mitochondrial Fusion; S. cerevisiae fusion-defective mutant growth rescue, CellTiterGlo 48 h; 320,000 tested, 0.23% active; Potency, µM (series often up to 46.1 µM), for inactives: at the highest dose growth rescue (activation), actives largely listed as activators;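 further: potency means the concentration at half of the fitted maximal effect; % of control where 0% means no effect; nearly all actives have a fitted effect of over 45% in size; temperature-sensitive fusion mutants such as fzo1-1 at 37 °C on non-fermentable ethanol glycerol medium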
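Temperature-sensitive fusion-defective S. cerevisiae (e.g. fzo1-1, mgm1-5) were grown with compound in YPEG medium (3% ethanol, 3% glycerol) for 48 hours at 37C. Growth rescue was measured as viability by CellTiterGlo luminescence after 10 minutes at ambient.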
Chronic BCR inh – qHTS Assay to Find Inhibitors of Chronic Active B-Cell Receptor Signaling. ABC-DLBCL IkBa-CBG/CBR reporter, luminescence ratio, 4 h. Potency, µM (highest dose often 46.1 µM), for the others: at the highest dose ratio change, negative = lower green/red ratio, most hits filed as inhibitors. 340,000 tested, 0.05% active; active means well fitted inhibition curve with a large enough effect in the signal ratio, with a control signal flat, not every such curve was filed as active; inconclusive means small, poorly fitted or top-dose-only effect, or effect the other way, or a change in a side signal; the % refers to the signal ratio;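 further: potency means the concentration at half of the fitted maximal effect; plate controls were basal doxycycline-induced cells for no effect and cells given 10 µM MG132 for full effect; MG132 reads +100%, hits lower the ratio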
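TMD8 human ABC-DLBCL cells with doxycycline-inducible IκBα–green luciferase fusion and unfused red luciferase, in 0.5% FBS medium; compounds up to 46 uM, 4 h at 37C. Green/red luminescence ratio, filter-overlap corrected, fitted to concentration-response curves.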
A-T KAP1 phos – qHTS Assay for Identifying a Potential Treatment of Ataxia-Telangiectasia; […] A-T fibroblasts, KAP-1 phosphorylation AlphaLISA; neocarzinostatin DNA damage 30 min before lysis; Potency, µM (top dose mostly 57.5 µM), for inactives: at the top dose activation, hits mostly activators; 320,000 tested, 0.19% active; further: potency means the concentration at half of the fitted maximal effect; % of control where 0% means no effect; nearly all actives have a fitted effect of over 45% in size
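ATM-like activity read as KAP-1 phosphorylation via AlphaLISA donor/acceptor antibody pairs after lysis and 6 hr at 25C. Cells were ATM-null patient fibroblasts ([…], hTERT), dosed 60 min, then exposed to the DSB inducer NCS for 30 min.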
* hit, by the source's call; ? = inconclusive; / = no result given; [ ] = remark or other dose. Unless noted, the call rests on the fitted dose curve; in most records, active means well fitted curve in the direction sought with a large enough effect; inconclusive means small, poorly fitted or top-dose-only effect, or another doubt; inactive means no such curve, though single readings can be large; an effect the other way counts as inactive or inconclusive. Rows were taken by chance (roughly 3.2% active in at least one column).

SMILES	S-ASM inh	ELG1 repair inh	TCR activator	Eya2 phos inh	TSG101-PTAP inh	Tb PFK block	a7 integrin act	TSHR antagonist	Mito fusion yeast	Chronic BCR inh	A-T KAP1 phos
N/C(=N/OCC(=O)Nc1cccc2ccccc12)c1nonc1N	0%	2%	0%	-36%	-9%	-3%	13%	10	1%	?	6%
Cc1ccc(NS(=O)(=O)c2ccc(C)c(C(=O)NCC(c3ccccc3)N(C)C)c2)cc1 (stereo not given)	0%	-12%	51%	-27%	-4%	-5%	-18%	-2	1%	-1%	-1%
CCOC(=O)C(C)n1cnc2scc(-c3ccc(C)cc3)c2c1=O (stereo not given)	0%	-2%	/	1%	-1%	-7%	-24%	-14	0%	-12%	-1%
CCc1cc(C(=O)Nc2ccc(S(=O)(=O)NC3=NCCCCC3)cc2)sc1C	1%	-20%	-8%	3%	-3%	?	8%	7	1%	-1%	1%
Cc1ccc(NC(=S)N2CCN(S(C)(=O)=O)CC2)cc1C	0%	2%	-3%	2%	-4%	0%	-5%	11	-2%	-8%	2%
CCOC(=O)N1CCN(C(=O)/C(=C/c2ccc(Cl)cc2)NC(=O)c2ccccc2)CC1	-14%	-1%	-3%	11%	-4%	4%	-18%	4	-1%	5%	0%
O=C(CS(=O)(=O)c1c[nH]c2ccccc12)N1CCCCCC1	-1%	6%	-7%	-2%	0%	-3%	-2%	10	-2%	9%	-2%
CN(C)c1nc(=S)nc(NCc2ccccc2)[nH]1	3%	0%	2%	5%	1%	7%	46%	-85*	?	?	-2%
COCc1c(C(=O)N/N=C/C2CC=CCC2)nnn1-c1nonc1N (stereo not given)	1%	9%	0%[46.1 µM]	-2%	-2%	-13%	-3%	4	-1%	6%	10%
Oc1ccc(/C=N/Nc2nccnc2Cl)cc1	-1%	?	9%	5%	-1%	?	9%	4	-2%	?	17%
Cc1ccc2c(c1)[C@H]1[C@H](CO2)[C@H](c2ccccc2)[C@]2(C)C(=O)N(Cc3ccco3)CC(=O)N12	-2%	?	-4%	-10%	1%	9%	6%	-5	/	?	-3%
Cc1c(Cc2ccccc2)c(=O)oc2cc(O)cc(O)c12	/	-8%	/	3%	-2%	3%	28%	-15	5%	?	2%
Cc1nc2ccccc2c(=O)n1-c1ccc(NS(=O)(=O)c2ccc(F)cc2F)cc1	-2%	13%	-1%	-16%	-1%	-1%	-4%	-5	-3%	3%	2%
C=CCOc1c(Br)cc(CNCCCN2CCOCC2)cc1OC	6%	-2%	/	-4%	-5%	1%	-61%[inhibitor]	-3	-6%	-1%	3%
Cc1ccc(C(=O)Nc2ccc(Br)cc2)cc1S(=O)(=O)Nc1ccccn1	2%	-4%	3%[46.1 µM]	-2%	0%	7%	?	7	16%	-3%	/
Cc1nn(C2CCS(=O)(=O)C2)c(Cl)c1/C=C/C(=O)OCC(=O)Nc1ccc2c(c1)OCO2 (stereo not given)	-3%	-9%	-5%	3%	2%	1%	12%	10	10%	2%	-4%
Cc1ccc(S(=O)(=O)NC(=O)c2ccc(F)cc2)c(C)c1	5%	-2%	2%	2%	-6%	1%	36%	16	-2%	7%	2%
COc1ccc(CNC(=S)NCc2ccc(Cl)cc2)cc1OC	2%	-23%	-6%	-10%	-1%	-3%	-4%	-23	-10%	0%	-5%
CCOC(=O)C1CCN(C(=O)COC(=O)c2nn(C)c(=O)c3ccccc23)CC1	1%	15%	-2%	-4%	0%	7%	15%	0	-4%	?	-2%
CCN1CCN(C(c2nnnn2Cc2ccc3c(c2)OCO3)C(C)C)CC1 (stereo not given)	0%	17%	2%[46.1 µM]	-23%	-1%	-2%	12%	17	0%	4%	-2%
CCC(C)Sc1nc2c(cnn2-c2ccc(C)c(C)c2)c(=O)[nH]1 (stereo not given)	0%	17%	2%	2%	-3%	0%	10%	8	6%	?	-2%
Cc1ccc(C)c(Cn2c(=O)c3c(nc4n3CCN4Cc3ccco3)n(C)c2=O)c1	0%	-21%	/	-12%	-2%	0%	-16%	0	5%	?	-7%
CCOC(=O)c1c(C)[nH]c(C)c1S(=O)(=O)N(C)CC(=O)NCc1ccc(C)cc1	1%	-1%	3%	-3%	-4%	0%	15%	-10	-2%	?	4%
CCOc1ccc(S(=O)(=O)N2CCC(C(=O)NCc3cccnc3)CC2)cc1C	-2%	-5%	1%	10%	0%	-2%	0%	-17	-6%	-2%	4%
O=C(NC1CCCCC1)C1CCN(S(=O)(=O)c2cccc3cccnc23)CC1	2%	-6%	1%	-1%	-1%	3%	21%	3	-3%	-4%	3%
COc1ccc(S(=O)(=O)N2CCC(C(=O)NCCC(=O)NC3CC3)CC2)cc1	6%	?	6%	-4%	-4%	-25%	-17%	15	-4%	8%	-1%
CCOc1[nH]n(-c2ccc(Cl)cc2)c(=O)c1C=Nc1ccc(C)cc1	/	8%	/	5%	/	-1%	/	-6	-1%	1%	5%
O=[N+]([O-])c1ccc(N=Nc2ccc(O)cc2O)cc1	2%	-27%	0%	-10%	-4%	-4%	-40%	-74*	-4%	?	/
N#Cc1ncc(C(F)(F)F)cc1Sc1ccccc1N	-2%	5%	-7%	15%	-3%	-3%	-7%	-5	9%	?	9%
NC(=O)c1ccccc1NC(=O)/C=C/c1ccc(Cl)cc1	-1%	?	/	2%	/	2%	10%	-7	14%	?	3%
COCCn1c(NCc2ccccc2)nc2c1c(=O)[nH]c(=O)n2C	-2%	-1%	-2%	-16%	-1%	-2%	10%	4	3%	13%	2%
Cc1ccc(NC(=O)CSCC(=O)N(C)CCOc2ccc(Cl)cc2)cc1	/	0%	-6%	0%	-1%	0%	-4%	-12	?	-1%	2%
CC(C)CN(C(=O)COC(=O)C1CC1)c1c(N)n(Cc2ccccc2)c(=O)[nH]c1=O	3%	17%	11%	18%	-2%	0%	0%	14	-3%	1%	-8%
COc1cc(NC(=O)COC(=O)c2ccccc2SCC(=O)N2CCCC2)cc(OC)c1	7%	?	6%	-4%	-2%	2%	-7%	-3	-2%	4%	0%
O=C(CCCn1c(SCC(=O)NC2CCCCC2)nc2ccccc2c1=O)NCC1CCCO1 (stereo not given)	-2%	-2%	1%	8%	-5%	0%	-5%	4	-1%	2%	-5%
CCCC(C)(C)NC(=O)CCCCC(=O)NC(C)(C)CCC	7%	-10%	/	-25%	-11%	4%	25%	-1	6%	3%	-1%
CCOC(=O)c1c(NC(=O)COC(=O)CNC(=O)c2ccc(Cl)cc2Cl)sc(C(=O)N(C)C)c1C	-3%	2%	/	0%	1%	3%	9%	2	-1%	-2%	-8%
COc1ccc(CCN2CC(C(=O)NCc3ccco3)CC2=O)cc1OC (stereo not given)	4%	?	5%	-8%	-9%	?	-8%	8	-1%	9%	/
Cc1ccc(OC(C)C(=O)O)cc1C (stereo not given)	1%	14%	-2%[46.1 µM]	0%	-5%	-3%	-12%	3	0%	8%	0%
O=C(O)C1CN(c2ncccc2[N+](=O)[O-])C1	3%	21%	-7%	-11%	-5%	1%	11%	-9	5%	3%	-4%
